M1 ag parental: counter-screen for M1 agonists: effect in parental CHO-K1 cells | Fluo-8 calcium fluorescence; scaled to maximal ATP response, vehicle zero | activation, % at 3 µM | actives 0.48% (n = 360,000); in the data active = activation above about 15%;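 also: untransfected CHO-K1 host cells lacking M1 receptor as counterscreen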
CHRM4 antagonist: human M4 muscarinic receptor antagonists, primary screen, CHO cells, Fluo-8 calcium fluorescence | Muscarinic acetylcholine receptor M4 (Homo sapiens), P08173 | inhibition, % at 3 µM | CHO-hM4 cells, ACh EC80 | AID 624125, 2012 | actives 0.73% (n = 360,000);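 active = inhibition above its plate's cutoff, the mean inhibition of sample wells plus 3 SD, cut at about 27% in these data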;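 also: 0% = acetylcholine EC80 with DMSO and 100% = DMSO without agonist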
Target sequence (P08173 whole entry, looked up): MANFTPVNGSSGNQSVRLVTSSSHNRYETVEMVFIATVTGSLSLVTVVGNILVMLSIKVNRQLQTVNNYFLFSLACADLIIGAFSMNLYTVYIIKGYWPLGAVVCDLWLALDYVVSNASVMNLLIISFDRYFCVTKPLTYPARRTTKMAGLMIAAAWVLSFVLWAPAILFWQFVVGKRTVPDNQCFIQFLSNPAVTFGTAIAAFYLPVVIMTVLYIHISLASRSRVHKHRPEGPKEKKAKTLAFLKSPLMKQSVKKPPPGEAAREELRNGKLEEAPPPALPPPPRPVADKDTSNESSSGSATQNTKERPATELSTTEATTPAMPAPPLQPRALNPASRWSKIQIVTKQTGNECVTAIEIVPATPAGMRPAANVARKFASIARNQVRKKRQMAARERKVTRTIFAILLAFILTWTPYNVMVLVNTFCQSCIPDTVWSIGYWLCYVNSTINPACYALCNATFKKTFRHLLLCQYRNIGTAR
CHO-K1 Ca antag: nonselective inhibitor or artifact in parental CHO-K1 cells; ATP-induced calcium, Fluo-8 fluorescence; actives 0.6% (n = 360,000); AID 602250; inhibition, % at 3 µM;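 active = inhibition above a per-plate cutoff, the plate's mean sample inhibition plus 3 SD, cut at about 24% in these data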;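 also: 0% = DMSO plus EC80 ATP and 100% = DMSO alone without ATP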
CHRM1 agonist: human M1 muscarinic receptor agonists, primary screen, Fluo-8 calcium fluorescence, CHO-K1 cells, HTS | CHO-K1 hM1, agonist mode; 0% DMSO, 100% acetylcholine EC100 | activation, % at 3 µM | actives 0.33% (n = 360,000) | AID 588814, 2011;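 active = activation above the run's mean compound activation plus 3 SD, cut at about 16% in these data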;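 also: peak over basal fluorescence ratio within a 140 s kinetic read after compound addition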
Target sequence (P11229 whole entry, looked up): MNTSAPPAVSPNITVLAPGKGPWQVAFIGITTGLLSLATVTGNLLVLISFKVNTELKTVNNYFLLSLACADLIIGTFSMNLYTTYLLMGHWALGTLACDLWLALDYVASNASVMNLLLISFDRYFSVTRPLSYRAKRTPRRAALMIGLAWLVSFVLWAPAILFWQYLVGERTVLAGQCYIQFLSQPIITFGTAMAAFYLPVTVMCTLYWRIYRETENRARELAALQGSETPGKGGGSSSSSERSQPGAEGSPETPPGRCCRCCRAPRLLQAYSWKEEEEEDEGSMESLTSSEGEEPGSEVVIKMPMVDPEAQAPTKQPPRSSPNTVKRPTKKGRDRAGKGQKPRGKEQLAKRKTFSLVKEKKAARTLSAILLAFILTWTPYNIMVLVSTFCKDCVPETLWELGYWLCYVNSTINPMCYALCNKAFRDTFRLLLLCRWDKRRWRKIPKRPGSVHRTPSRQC
OXTR potentiator: human OXTR potentiators, primary screen, fluorescence, CHO-OTR cells, Fluo-8 calcium; Fluo-8 calcium fluorescence, potentiator mode; 0% = oxytocin EC15, 100% = EC100; activation, % at 3 µM; actives 0.061% (n = 320,000); AID 2445, 2010;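 active = activation above that plate's cutoff, the mean activation of tested compounds plus 3 SD, cut at about 6.6% in these data, passing the limit was not always enough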;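 also: 100% uses oxytocin at 75 nM as the full agonist control; some results filed as inactive read as strong as hits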
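Material: CHO-OTR cells, human receptor; compound dosing: single dose, 3.0 µM nominal final compound concentration; schedule: 6 min compound pre-incubation at room temperature, 100 s kinetic read; measured by: kinetic Fluo-8 calcium fluorescence; read-out basis: % activation vs EC15 and EC100 oxytocin; controls: EC15 oxytocin alone as 0%, 75 nM oxytocin as 100%; replicates: singlicate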
CHO parental Ca: ATP-evoked calcium signal inhibitors, parental CHO, primary screen, counter-screen for OX1R antagonist project, cell-based, fluorescence, Fluo-8 calcium dye; parental CHO-K1, ATP-induced calcium, Fluo-8 fluorescence; inhibition, % at 5.6 µM; actives 0.63% (n = 330,000); AID 463079, 2010;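 active = inhibition above that plate's mean sample inhibition plus 3 SD, cut at about 26% in these data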;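 also: 0% = ATP-challenged DMSO wells and 100% = DMSO wells without ATP; some compounds past the cut are filed as inactive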
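Test system: untransfected parental CHO cell line; also added: ATP stimulus; dosing: 5.6 µM, single dose; signal: calcium-sensitive Fluo-8 fluorescence; measure: percent inhibition of ATP-evoked calcium rise, normalized to controls; benchmarks: low control ATP plus DMSO, high control DMSO only; replication: one well per compound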
M1 antag: human M1 muscarinic receptor antagonists, primary screen, CHO-K1 cells, Fluo-8 calcium fluorescence, 1536-well; Muscarinic acetylcholine receptor M1 (Homo sapiens), P11229; CHO-K1 hM1, ACh EC80 antagonist; inhibition, % at 3 µM; actives 1.3% (n = 360,000);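 active = percent inhibition above its own plate's cutoff, namely the mean of that plate's compound wells plus 3 SD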;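 also: peak over basal fluorescence ratio during 140 s after agonist addition; 0% = ACh EC80 plus DMSO and 100% = DMSO alone without agonist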
M1 PAM: human M1 muscarinic receptor positive allosteric modulators, primary screen, CHO-K1 cells, Fluo-8 calcium fluorescence, 1536-well; Muscarinic acetylcholine receptor M1 (Homo sapiens), P11229; CHO-K1 hM1, ACh EC20; 0% = ACh EC20, 100% = maximal ACh; activation, % at 3 µM; actives 0.088% (n = 360,000); AID 588819, 2011; in the data active = activation above about 19%, passing the limit was not always enough
M4 ag: human M4 muscarinic receptor agonists, primary screen, CHO-K1 cells, Fluo-8 calcium fluorescence; CHO-K1 hM4/Gqi5; vehicle 0%, full acetylcholine response 100%; activation, % at 3 µM; actives 0.14% (n = 360,000); AID 624127, 2012;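 active = activation above the run mean over all test wells plus 3 SD, cut at about 32% in these data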;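 also: peak over basal fluorescence ratio per well then scaled between controls; 0% = DMSO wells and 100% = acetylcholine at EC100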
The depositor's hits bear a star; . = not tested or not shown; & = joins results of further samples.

SMILES	M1 ag parental	CHRM4 antagonist	CHO-K1 Ca antag	CHRM1 agonist	OXTR potentiator	CHO parental Ca	M1 antag	M1 PAM	M4 ag
CCCCn1c(C)csc1=Nc1cccnc1	0.2	-12.5	-12.6	-12.3	-1.6	-14.0	-6.1	6.0	-0.1
COc1ccc([C@H]2C[C@H](n3cc(COC(=O)c4ccccc4)nn3)[C@@H](O)CN2C(=O)C2CCCCC2)cc1	0.1	-22.9	9.1	-1.1	.	.	-12.6	7.6	1.2
C/C(CC(=O)Nc1ccc(Cl)c(Cl)c1)=N\NC(=O)C(=O)N1CCCCC1	5.8	7.8	-12.8	-2.7	-23.6	1.1	-2.2	6.0	3.3
COc1cc(OC)c(C(=O)NCC(c2cccs2)N(C)C)cc1OC (stereo not given)	0.1	-0.2	-6.9	-7.8	4.4	0.1	8.4	-0.5	0.5
O=C(CSc1nnc(-c2ccccc2)o1)c1ccc2c(c1)OCCO2	1.0	-3.5	-9.4	-2.0	0.9	-11.7	-7.6	2.9	0.1
Cc1cccc(CC(=O)NCCn2c(C)cc3ccccc32)c1	1.7	-3.0	-3.2	-8.3	3.0	-2.6	-5.7	-2.0	4.2
C=CCn1c(C)nnc1SCC(=O)Nc1ccc2c(c1)OCCO2	-0.4	6.1	-6.8	-1.2	-6.0	3.6	-12.8	8.4	-0.9
COC(=O)c1ccc(S(=O)(=O)N2CCCCCC2)cc1	-0.6	7.7	3.9	-4.6	-5.0	6.5	5.9	1.8	0.1
O=c1[nH]c(C2CCCN(S(=O)(=O)c3ccccc3)C2)nc2c1nnn2Cc1cccc(Cl)c1 (stereo not given)	0.5	-13.5	-6.8	0.8	-5.9	-22.1	-19.9	15.1	2.5
CCC(=O)Nc1ccc(S(=O)(=O)Nc2nccs2)cc1	0.5	-3.9	2.0	-2.1	-1.7	-10.4	-10.8	10.9	-0.1
O=C(COc1cccc(C(F)(F)F)c1)Nc1nnc(C2CC2)s1	1.0	4.0	-14.5	-6.4	2.0	-14.3	-4.7	-1.5	2.7
Cc1ccc(-c2cc(C(=O)O)c3cc(Br)ccc3n2)s1	2.0&-0.3	-7.4&-21.0	-8.3&-3.9	-3.2&-3.9	.	.	-2.8&-12.3	2.6&9.0	8.5&-0.4
C[C@H]1CN([C@@H](C)CO)C(=O)CCCn2nncc2CO[C@H]1CN(C)S(=O)(=O)c1ccc2ccccc2c1	0.1	-9.3	-5.3	-10.9	.	.	-17.6	6.9	1.9
Cc1ccc(/C=N/NC(=O)c2ccoc2C)o1	0.8	-0.2	-4.4	-5.8	-1.3	-13.2	-3.0	6.6	0.4
O=C(O)CN1C(=O)/C(=C\c2cccc(OCc3ccc(Cl)cc3)c2)SC1=S	-0.1	-2.4	-3.5	-6.5	-5.4	-1.4	-9.3	5.0	0.8
NC(=O)C(Cc1ccccc1)N1C(=O)c2ccccc2C1=O (stereo not given)	0.7	3.0	-13.9	-4.0	-2.7	-16.4	-1.6	1.7	0.7
CN(C)Cc1c(C(=O)N/N=C/c2ccc(OCc3ccc(F)cc3)cc2)nnn1-c1nonc1N	0.2	-13.7	2.5	4.5	-6.7	1.1	-5.5	16.4	2.4
Cn1c(SCc2ccc(C#N)cc2)nnc1-c1cccc(Cl)c1	0.9	7.9	-8.1	-6.4	0.0	-23.3	-4.8	7.9	-0.2
O=C(NC1CCCCCCC1)c1ccco1	0.2	1.9	-25.3	-4.2	3.3	-9.5	-19.2	19.4	-0.6
O=C(NNC(=O)C12CC3CC(CC(Cl)(C3)C1)C2)c1ccncc1	0.1	-5.6	3.6	-0.1	-7.3	-2.6	-2.8	1.8	0.7
CCOC(=O)C1CCN(C(=O)COc2ccc(Br)cc2Br)CC1	5.0	1.2	-11.4	-3.4	-4.2	-6.4	-7.7	5.4	1.6
CC1(C)Cc2c(sc(NC(=O)C(=O)NCCCN3CCOCC3)c2C#N)CO1	0.2	-4.1	-9.8	-0.8	-2.0	-11.6	-16.6	16.3	0.9
CCOC(=O)CNC1CC(=O)N(c2cccc(Cl)c2)C1=O (stereo not given)	1.7	3.9	-21.8	-1.7	2.5	-5.2	-19.4	2.7	-0.8
CCOc1ccc(/C=N/NC(=O)C(C)N(c2ccc(OC)cc2)S(C)(=O)=O)cc1OCC (stereo not given)	2.5	-4.1	-7.8	-4.9	0.9	-15.2	-5.9	1.3	5.2
Nc1ccccc1Sc1ccc(C(=O)c2ccccc2C(=O)O)cc1[N+](=O)[O-]	1.4	2.8	-3.7	-0.2	0.4	-2.7	-16.1	16.4	-0.5
Next part:
SMILES	M1 ag parental	CHRM4 antagonist	CHO-K1 Ca antag	CHRM1 agonist	OXTR potentiator	CHO parental Ca	M1 antag	M1 PAM	M4 ag
COC(=O)c1nn(-c2ccccc2)c(Cl)c1/C=N/OCc1c(Cl)cccc1Cl	-0.1	-0.3	-7.7	-2.3	-8.8	-0.2	-4.6	3.2	0.7
COc1ccccc1C(=O)N/N=C(\C)CC(=O)Nc1ccc(Nc2ccccc2)cc1	0.7	4.8	6.2	-5.5	-8.1	-2.5	-6.5	2.2	4.4
Cc1ccc(CS(=O)(=O)Cc2ccc(C(=O)NCCCN3CC(C)CC(C)C3)o2)cc1 (stereo not given)	-0.4	9.4	-12.7	-5.8	-2.9	-12.9	-5.6	4.9	-0.5
Cc1cc(C)n2nc(C)c(-c3ccc(Cl)cc3)c2n1	-0.7	-3.8	12.5	-5.9	-6.0	-16.2	2.9	0.0	-2.8
O=C(Nc1nccs1)C(F)(F)C(F)(F)C(F)(F)C(=O)Nc1nccs1	0.3	-4.1	6.0	-1.6	-2.2	-11.3	-2.2	2.8	0.2
COC(=O)c1cnn(-c2ccc(F)cc2F)c1/C=N/NC(N)=S	0.5	0.0	9.7	0.6	3.8	-12.3	-10.2	8.9	1.9
CCOc1cccc(CN2CCCC(C(=O)Nc3ccc(-c4ccn[nH]4)cc3)C2)c1O (stereo not given)	0.8	2.0	-10.7	-4.0	-1.1	-16.0	-4.2	-2.1	2.3
Cc1ccc(NS(=O)(=O)c2ccc3[nH]c(=O)c(=O)[nH]c3c2)cc1Cl	0.4	1.6	-10.2	-8.0	-1.9	-8.9	-6.5	16.1	0.2
CCc1nnc(SCc2ccc(CSc3nnc(CC)n3N)cc2)n1N	-0.3	-12.8	-43.9	-3.4	.	.	-6.1	3.6	0.5
Cc1cccc(Nc2nc(N)nc(CN3CCC(C)CC3)n2)c1C	0.4	7.9	-26.6	-6.2	-10.5	-14.7	-9.8	4.8	-0.3
O=[N+]([O-])c1ccc2c(c1)C(=NO)c1cc(F)ccc1-2	0.0	-2.0	-11.9	-1.3	.	.	4.7	-5.0	2.7
CC(=O)c1ccc(N/C=C/C(=O)c2ccc(Br)cc2)cc1	1.2	-3.1	-9.7	-0.9	-5.1	-2.8	-2.1	5.3	0.3
COc1ccc(CCNC(=O)c2[nH]c(C)c(C(C)=O)c2C)cc1	3.1	9.3	-11.8	-0.4	-17.1	-29.6	-17.4	-5.0	6.8
CC(C)Nc1nc(NC(C)C)nc(OCCOC(=O)c2ccccc2)n1	1.0	4.6	2.5	-5.9	4.6	-15.9	1.0	1.9	-0.7
Cc1cc(C)c(NC(=O)C2CCCN2C(=O)NC2CCCCC2)c(C)c1 (stereo not given)	0.8	5.3	-16.9	-3.5	-2.2	-10.4	-1.8	9.7	-0.3
O=C(Nc1ccc2oc(-c3ccc(F)cc3)nc2c1)c1ccccc1F	0.3	9.1	12.0	-3.0	-6.7	5.1	18.6	-5.1	0.9
CS(=O)(=O)Nc1cccc(NC(=O)c2ccc(-c3ccc(F)c(F)c3)c3ccoc23)c1	1.8	6.9	-0.5	-1.6	.	.	9.4	-5.5	9.2
CC1=C(C(=O)OC2CCCCCCC2)C(c2cc3c(cc2Br)OCO3)CC(=O)N1 (stereo not given)	-0.3	-3.0	14.3	-0.6	-2.0	-14.0	-4.6	4.4	0.5
Cc1n[nH]c(C)c1CCc1nc2c3ccccc3nc(SCC(=O)Nc3ccccc3F)n2n1	4.0	24.0	0.1	-0.7	-14.0	-20.1	20.3	-1.9	11.0
COc1ccc(-c2nc(CS(=O)CC(=O)NCc3ccco3)c(C)o2)cc1 (stereo not given)	-0.4	-11.2	0.6	-4.8	-2.7	-14.4	-10.4	3.1	1.4
CCCN(CCC)c1ccc(/C=N/NC(=O)CN2CCOCC2)cc1	-0.1	-8.1	-15.7	-8.6	-11.4	-14.1	1.6	2.7	0.2
OC(COc1cccc(OCC(O)CN2CCOCC2)c1)CN1CCOCC1 (stereo not given)	0.2&-0.1	-9.4&4.8	9.1&-5.8	-1.6&-3.8	1.2&-16.0	-7.2&3.1	-6.4&-0.1	7.2&3.4	1.8&0.1
COc1ccc(-c2nnc(SCC(=O)c3ccc[nH]3)o2)cc1	3.0	-1.3	-31.1	-0.1	-2.6	-3.9	5.2	-0.1	1.6
O=C(N/N=C/c1ccsc1)c1cc(-c2ccncc2)nc2ccccc12	3.7	-1.8	-6.3	-4.8	-6.1	-15.7	-5.1	0.5	2.7
COc1ccc(NC(=O)c2ccco2)cc1S(=O)(=O)N1CCCCC1	1.5	3.0	-9.9	-2.5	-10.4	-13.2	-12.3	7.2	1.7
Cn1c(N)c(C(=O)COC(=O)CNS(=O)(=O)c2ccc(Cl)c(Cl)c2)c(=O)n(C)c1=O	1.6	2.7	-5.8	-11.3	-1.2	-7.4	-0.5	1.7	3.6
CC(/C=C1\SC(=S)N(C(C(=O)O)C(C)C)C1=O)=C\c1ccccc1 (stereo not given)	0.2	-2.8	-3.5	-10.9	-8.7	-10.1	-14.6	12.2	-0.6
NS(=O)(=O)c1cccc(NS(=O)(=O)c2ccc3ccccc3c2)c1	1.1	1.3	5.0	-2.6	-2.3	2.4	-1.4	2.2	0.4
CCN(CC(=O)Nc1ccccc1C(F)(F)F)C(=O)c1ccc(N2CCCC2=O)cc1	0.9	-5.3	-12.4	-2.1	-4.2	-16.9	4.6	6.4	1.5

As entered above:
For CHRM1 agonist, `COC(=O)c1nn(-c2ccccc2)c(Cl)c1/C=N/OCc1c(Cl)cccc1Cl` is entered as -2.3
For CHO parental Ca, `COc1ccc(-c2nc(CS(=O)CC(=O)NCc3ccco3)c(C)o2)cc1` (stereo not given) is entered as -14.4

Entries above containing a cyano group (2):
SMILES	M1 ag parental	CHRM4 antagonist	CHO-K1 Ca antag	CHRM1 agonist	OXTR potentiator	CHO parental Ca	M1 antag	M1 PAM	M4 ag
Cn1c(SCc2ccc(C#N)cc2)nnc1-c1cccc(Cl)c1	0.9	7.9	-8.1	-6.4	0.0	-23.3	-4.8	7.9	-0.2
CC1(C)Cc2c(sc(NC(=O)C(=O)NCCCN3CCOCC3)c2C#N)CO1	0.2	-4.1	-9.8	-0.8	-2.0	-11.6	-16.6	16.3	0.9

Assay outcomes from PubChem BioAssay.
